# ALOX12 inhib: inhibitors of human 12-lipoxygenase (ALOX12) | 150,000 compounds, 0.12% hits | AID 1452 | purified 12-hLO, xylenol orange hydroperoxide absorbance | Potency, µM (top dose mostly 57.1 µM), for inactives: at the highest dose activity change, negative = inhibition, usual class: inhibitors; also: potency is read from the fitted curve at half-maximal effect; nearly all actives have a fitted effect of over 55% in size; many of its hits are not listed in these tables
# Target sequence (P18054 whole entry, looked up): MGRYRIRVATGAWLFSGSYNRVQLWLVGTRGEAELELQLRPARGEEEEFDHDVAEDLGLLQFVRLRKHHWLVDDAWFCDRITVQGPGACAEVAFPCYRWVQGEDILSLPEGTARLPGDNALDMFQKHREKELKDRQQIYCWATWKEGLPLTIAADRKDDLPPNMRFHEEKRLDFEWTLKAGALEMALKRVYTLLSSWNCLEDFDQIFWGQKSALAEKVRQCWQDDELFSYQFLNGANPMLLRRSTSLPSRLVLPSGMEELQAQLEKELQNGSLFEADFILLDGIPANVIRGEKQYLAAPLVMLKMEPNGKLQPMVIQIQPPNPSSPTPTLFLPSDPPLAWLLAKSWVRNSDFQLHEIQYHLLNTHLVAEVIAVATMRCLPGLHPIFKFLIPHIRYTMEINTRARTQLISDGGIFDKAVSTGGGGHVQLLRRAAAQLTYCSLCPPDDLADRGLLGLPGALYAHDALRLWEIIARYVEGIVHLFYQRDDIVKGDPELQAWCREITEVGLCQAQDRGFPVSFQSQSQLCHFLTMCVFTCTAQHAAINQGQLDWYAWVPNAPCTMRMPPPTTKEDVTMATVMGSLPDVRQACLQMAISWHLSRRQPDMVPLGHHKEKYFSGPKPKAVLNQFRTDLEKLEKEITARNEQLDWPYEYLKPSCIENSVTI
#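 Lipoxygenase turnover measured by absorbance at 573 and 405 nm after Fe-XO development. Human 12hLO 150 nM, arachidonate 40 uM, pH 7.0 Hepes buffer with detergent; 15 min compound preincubation, 30 min reaction.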
# IMPase cell inh: cell-permeable inhibitors of inositol monophosphatase (IMPase); CHO-M1 cells, IP1 accumulation, HTRF TR-FRET ratio; inhibition (IP1 accumulation), % at 46.1 µM; 120,000 tested, under 10 active; active = well fitted curve in the direction sought with a large enough effect in the signal ratio, not every such curve was filed as active; inconclusive = small, poorly fitted or top-dose-only effect, or a change in a side signal; inactive = no such curve, though single readings can be large or run the other way; the % refers to the signal ratio;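 also: cells stimulated with carbachol in lithium chloride buffer; plate controls were DMSO basal wells for no effect and reference inhibitor wells for full effect; higher means more IMPase inhibition seen as more IP1 and lower FRET ratio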
# Target sequence (P97697 whole entry, looked up): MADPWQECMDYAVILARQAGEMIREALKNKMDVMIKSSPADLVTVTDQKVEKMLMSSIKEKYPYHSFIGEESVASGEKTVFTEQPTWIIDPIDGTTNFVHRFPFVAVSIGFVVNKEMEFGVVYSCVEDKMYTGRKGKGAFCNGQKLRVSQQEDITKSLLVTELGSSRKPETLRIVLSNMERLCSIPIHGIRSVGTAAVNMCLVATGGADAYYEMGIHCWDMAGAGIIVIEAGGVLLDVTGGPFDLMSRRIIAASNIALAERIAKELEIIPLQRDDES
#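 The IP-One HTRF competitive assay in carbachol-stimulated CHO-M1 cells quantifies cellular IP1. Compounds spanned up to 46 uM final, and activity is expressed as AC50 from concentration-response fits of the ratio and donor data.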
# 15-hLO-2 inh: 15-hLO-2 (ALOX15B) enzyme inhibition; AID 881; purified 15hLO-2, xylenol orange hydroperoxide absorbance; O15296; Potency, µM (highest dose often 57.1 µM), for the others: top-dose activity change, negative = inhibition, most hits filed as inhibitors; 110,000 compounds, 0.56% hits; also: potency is read from the fitted curve at half-maximal effect; nearly all actives have a fitted effect of over 60% in size; many of its hits are not listed in these tables
#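 Purified human 15hLO-2 (50 nM final) preincubated with compounds 15 min at room temperature in 25 mM Hepes pH 7.5, 0.01% Triton X-100, then 45 uM arachidonic acid added for 90 min; hydroperoxide detected via ferrous/xylenol orange, 573/405 nm absorbance ratio.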
# PNC assembly inh: blocks assembly of the perinucleolar compartment; PC3M PTB-GFP, PNC prevalence imaging, 16 h; hits give low values; activity change (PNC), negative = inhibition, % at 10 µM; 140,000 compounds, 3.1% hits; AID 2417;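 active = readout at or below -70, meaning at least 70% loss of cells showing the perinucleolar compartment, a nuclear body marking cancer cells; inconclusive = readout between -30 and a set limit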;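 also: plate controls were DMSO wells for no effect and camptothecin positive control wells for full effect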
#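 Read-out is percentage of cells bearing a perinucleolar compartment, from automated 20x imaging of fixed, Hoechst-stained PC3M PTB-GFP cells. Cells were seeded 4 h, then exposed 16 h to compound (23 nl of library stock) in duplicate plates.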
# Active calls of the source: *; ? = inconclusive; · = no result given; [ ] = another dose, or the depositor's remark. Unless noted, calls follow the shape of the dose curve; as a rule, active = well fitted curve in the direction sought with a large enough effect; inconclusive = small, poorly fitted or top-dose-only effect, or another doubt; inactive = no such curve, though single readings can be large; an effect the other way counts as inactive or inconclusive. Unless noted, % is scaled to controls: 0 for no effect and ±100 for the full control effect.
SMILES,ALOX12 inhib,IMPase cell inh,15-hLO-2 inh,PNC assembly inh
C=CCSc1nnc(-c2nnc(SCC=C)n2CC)n1CC,-1%,8,-22%,40
COc1cc(NC(=O)COC(=O)CSc2ccc3ccccc3c2)c(C)cc1[N+](=O)[O-],1%,·,·,0
N#Cc1ccc(C23CC4CC(CC(C4)C2)C3)[nH]c1=O,-9%,8,4%,-12
CC(=O)c1cccc(NC(=O)C2CCCN(S(C)(=O)=O)C2)c1 (stereo not given),-1%,-5,2%,?
COc1ccc(/C=C2\SC(=NCc3ccccc3)NC2=O)cc1,-20%,-3,·,-7
Cc1c(/C=N\NC(=O)c2csc3ccccc23)cnn1C,5%,3,·,67
CCc1c(C)sc(NC(=O)OC)c1C(=O)N1CCOCC1,-6%,5,-3%,7
O=C(CCCc1c[nH]c2ccccc12)NCc1ccc2c(c1)OCO2,0%,1,-7%,-28
O=C(NCc1ccco1)c1cc2ccc(O)cc2oc1=O,-20%,?,0%,30
Cc1ccc(NC(=O)NCC(c2cccnc2)N2CCOCC2)cc1 (stereo not given),4%,1,·,-1
COc1ccc(N(C(=O)Cn2nnc(-c3ccc(Cl)cc3)n2)C(C(=O)NCC2CCCO2)c2ccc(C)cc2)cc1 (stereo not given),0%,6[1.84 µM],3%[11.4 µM],?
Cc1ccc(SC(C)C(=O)NCCC2=CCCCC2)cc1 (stereo not given),0%,-1,·,?
CCOC(=O)c1ccc(N2C(=O)CC(N(C)CCc3ccc(OC)c(OC)c3)C2=O)cc1 (stereo not given),-5%,2,-12%,24
CN(c1ccc(OCC(=O)N2CCCCC2)cc1)S(=O)(=O)c1cccs1,-5%,-15,10%,-9
CC(C)C(NS(=O)(=O)c1cccc2nsnc12)C(=O)N1CCn2c1nc1ccccc12 (stereo not given),-6%,3,-2%,0

# Molecules above that have sulfur, in the order listed:
SMILES,ALOX12 inhib,IMPase cell inh,15-hLO-2 inh,PNC assembly inh
C=CCSc1nnc(-c2nnc(SCC=C)n2CC)n1CC,-1%,8,-22%,40
COc1cc(NC(=O)COC(=O)CSc2ccc3ccccc3c2)c(C)cc1[N+](=O)[O-],1%,·,·,0
CC(=O)c1cccc(NC(=O)C2CCCN(S(C)(=O)=O)C2)c1 (stereo not given),-1%,-5,2%,?
COc1ccc(/C=C2\SC(=NCc3ccccc3)NC2=O)cc1,-20%,-3,·,-7
Cc1c(/C=N\NC(=O)c2csc3ccccc23)cnn1C,5%,3,·,67
CCc1c(C)sc(NC(=O)OC)c1C(=O)N1CCOCC1,-6%,5,-3%,7
Cc1ccc(SC(C)C(=O)NCCC2=CCCCC2)cc1 (stereo not given),0%,-1,·,?
CN(c1ccc(OCC(=O)N2CCCCC2)cc1)S(=O)(=O)c1cccs1,-5%,-15,10%,-9
CC(C)C(NS(=O)(=O)c1cccc2nsnc12)C(=O)N1CCn2c1nc1ccccc12 (stereo not given),-6%,3,-2%,0

# Next part:
SMILES,ALOX12 inhib,IMPase cell inh,15-hLO-2 inh,PNC assembly inh
Cc1ccc(NC(=O)N2CCC(c3nc4c(nnn4Cc4cccc(Cl)c4)c(=O)[nH]3)CC2)cc1,-14%,-4,-20%,?
O=C(CSc1nnc2ccccn12)c1ccc2c(c1)OCCO2,1%,1,0%,?
COC(=O)CC1=C(C(=O)OC)C(c2cccc(OCC(N)=O)c2)C(C#N)=C(N)O1 (stereo not given),1%,5,3%,58
NS(=O)(=O)c1ccc(NC(=S)N2CCN(c3ccccc3)CC2)cc1,-1%,-9,·,?
COC(=O)N1CCC2(CCN(C(=O)Nc3cccc(C#N)c3)CC2)CC1,-2%,·,-1%,·
Cn1cc(SCC(=O)Nc2nc3ccccc3s2)c2ccccc21,3%,10,1%,-89*
CC1CCC(=NNC(=O)Cc2ccccc2)CC1 (stereo not given),2%,4,-6%,6
O=C(NCc1ccco1)c1cc2sccc2n1Cc1ccc(F)cc1,-8%,5,-16%,42
Cc1ccc(Nc2nc3ccccc3o2)cc1F,-5%,1,11%,22
C=CCN1C(=O)CN=C1NCc1ccccc1,-3%,-2,1%,-25
Cc1cc(OCC(=O)NC(C)(C)C)ccc1Cl,-1%,·,·,?
COc1ccccc1N1CCN(C(=O)c2sc3nc(-c4ccc(F)cc4)cn3c2C)CC1,-5%,-6,6%,?
O=C(Nn1c(SCc2ccc([N+](=O)[O-])cc2)nc2ccccc2c1=O)c1ccc(F)cc1,-10%,6,·,-26
C/C(=N\NC(=O)COc1cccc(Cl)c1)c1ccc2c(c1)OCCO2,-1%,·,·,?
CCN(c1ccc(C)c(C)c1)S(=O)(=O)c1ccc2c(c1)CCN2C(=O)CCC(=O)O,4%,5,-8%,12
Cc1ccc2[nH]cc(CCNC(=O)Nc3ccccc3)c2c1,-14%,-9,4%,-20
CCCn1c(NC(=O)c2ccccc2)nc2ccccc21,-7%,-1,38%[activator],-3
CN1c2ccccc2N(C)C1(C)c1cccc2ccccc12,-23%,-2,·,?
COc1ccc(Cn2c(SCc3ccccc3C)nc3cc(OC)c(OC)cc3c2=N)cc1,-8%,3,5%,24
O=C(Nc1ccc(S(=O)(=O)C(F)F)cc1)c1cccc(S(=O)(=O)N2CCOCC2)c1,-5%,7,1%,-23
FC(F)(F)c1cccc(-c2nnc(-c3ccccc3)c(N3CCOCC3)n2)c1,6%,2,·,-8
Cc1cccc(NC(=S)NNC(=O)c2ccccc2OC(F)F)c1,1%,-3,27%,10
CCC1CCCCN1S(=O)(=O)c1ccc(S(=O)(=O)N(Cc2ccccn2)CC2CCCO2)cc1 (stereo not given),-2%,·,·,25
CCc1nnc(NC(=O)C2COc3ccccc3O2)s1 (stereo not given),-5%,1,-4%,-80*
O=C(NC(=O)c1cccc(Cl)c1)OC[C@@H]1CCCN2CCCCC12 (stereo not given in full),-1%,8,10%,-15
COc1ccc(CCNC(=O)c2ccncc2)cc1OC,-5%,0,2%,31
Cc1cccc(CNc2ncnc3ccc(-c4cccc(NS(C)(=O)=O)c4)cc23)c1,-16%,·,61%[activator],·
COC(=O)c1cccc(NC(=O)c2ccc(S(=O)(=O)N3CCN(C)CC3)cc2)c1,6%,-1,9%,7
COc1ccccc1/C=C/C=N/N1CCN(Cc2ccccc2)CC1,1%,·,·,-5
O=C(NCc1cn2ccccc2n1)c1ccco1,9%,2,16%,-28

# One compound at a time (already shown):
# Listed for Cc1cccc(NC(=S)NNC(=O)c2ccccc2OC(F)F)c1 : ALOX12 inhib: 1%; IMPase cell inh: -3; 15-hLO-2 inh: 27%; PNC assembly inh: 10
# Listed for CCC1CCCCN1S(=O)(=O)c1ccc(S(=O)(=O)N(Cc2ccccn2)CC2CCCO2)cc1 (stereo not given) : ALOX12 inhib: -2%; IMPase cell inh: ·; 15-hLO-2 inh: ·; PNC assembly inh: 25

# Continued.
SMILES,ALOX12 inhib,IMPase cell inh,15-hLO-2 inh,PNC assembly inh
CN(CC(=O)NCc1ccc2c(c1)OCO2)S(=O)(=O)c1ccc(Br)s1,-9%,4,-9%,20
CC1=CC(C)C2C(=O)N(c3ccccc3)NC(=O)C2C1 (stereo not given),1%,·,·,6
CNc1ccccc(-c2ccc3ccccc3n2)c1=O,0%,·,·,-15
Cc1ccc(-c2ccc(C(=O)Nc3ccccc3)o2)c2ccccc12,-26%,·,·,61
O=C(c1ccc(N2CCOCC2)nc1)N1CCCCC1,-9%,7,-2%,0
O=Nc1ccc(NOC(=O)c2ccccc2Br)cc1,1%,·,·,5
c1ccc(-n2ncc3c(N4CCN(c5ccccn5)CC4)nc(N4CCCCC4)nc32)cc1,0%,13,10%,-20
O=C(O)CCCNC1=NCCC1,-1%,-2,1%,-18
CCn1ncc(C2=NOC(C(=O)NCCc3ccccc3)C2)c1C (stereo not given),-5%,-1,0%,-7
CC1CCCC(C)N1C(=O)CN1C(=O)C(C)(C)Oc2ccc(C(=O)NC3CCCC3)cc21 (stereo not given),-5%,6,-1%,10
CCCn1c(-c2ccc(F)cc2)nc2c(N3CCN(C)CC3)nc(C)nc21,0%,·,4%,·
O=C(Nc1ccccc1)OCc1cc(-c2ccc(Cl)cc2)on1,9%,4,-1%,-15
CC(C)(C)/C=N/NC(=O)CNC(=O)c1ccc2c(c1)OCCO2,1%,·,·,-15
COc1ccc2[nH]cc(CCNc3nc(-c4ccccc4CN(C)C)nc4ccccc34)c2c1,-11%,·,43%[activator],·
CC(=O)N1CCN2C(=O)C1CCCC(=O)c1cc(C(C)C)ccc12 (stereo not given),4%,10,·,?
NS(=O)(=O)c1ccc(CCN2C(=O)/C(=C\c3ccc(Cl)cc3)SC2=S)cc1,-3%,·,·,-84*
CC1=CN2CC(O)CN=C2C=C1 (stereo not given),-2%,-4,-1%,0
Cc1ccc(C)c(Oc2cc(NC(=O)CCCn3nc(C)c([N+](=O)[O-])c3C)cc([N+](=O)[O-])c2)c1,-1%,-2,·,-28
CC(C)(C)NC(=O)NC(=O)COC(=O)Cc1coc2ccc3ccccc3c12,-5%,3,·,?
S=C(NCCc1ccccc1)NCCc1ccccc1,-16%,·,·,14
N#CC1=C(N)Oc2n[nH]c(-c3ccccc3)c2C1c1ccncc1 (stereo not given),-3%,0,5%,?
C=CCN1C(=O)S/C(=C/c2ccc(Sc3nc4ccccc4[nH]3)o2)C1=O,-1%,·,·,-13
COc1cccc(Nc2nnc(SCC(=O)N(CC(C)C)CC(C)C)s2)c1,-9%,?,-13%,?
CCS(=O)(=O)c1nn2c(N)c(/C=C3/C=CC(=O)C(OC)=C3)c(=O)nc2s1,-5%,·,·,-116*
COC(=O)CNC(=O)CSc1nnc(-c2ccc(OC)cc2)n1CC(C)C,0%,-11,0%,11
CC(C)OCCCNC(=O)CNC(=O)c1cccs1,-3%,?,13%,26
CC(C)CC(N)C(=O)NC(C)C(=O)O (stereo not given),-3%,·,6%,·
COC(=O)c1ccccc1NC(=O)CNc1cc(Cl)ccc1N1CCOCC1,-10%,7,4%,-29
CCc1nnc(NC(=O)CSc2nnc(-c3cccnc3)n2CC)s1,2%,-7,-1%,-104*
COc1ccc(/C=N\NC(=O)O)cc1,1%[11.4 µM],·,5%[11.4 µM],·
CC(=O)SCCC(=O)Nc1ccccc1,3%,2,0%,?
COC(=O)/C(=C/c1cccnc1)NC(=O)c1ccccc1,1%,10,·,?

# Screens: PubChem BioAssay, National Center for Advancing Translational Sciences (NCATS)

# The list is partial (hit frequency here may not be typical).
